# Assay outcomes (PubChem BioAssay)
# 3T3 cytotox: NIH 3T3 cell cytotoxicity | NIH 3T3 viability, CellTiter-Glo ATP luminescence, 48-72 h | Potency, µM (titrated, usually from 96.7 µM), without a hit: at the highest dose activity change, negative = cytotoxicity, actives largely listed as inhibitors | hit rate 4.3% among 94,000 | AID 1345082; note: potency is the fitted concentration of half-maximal effect; nearly all actives have a fitted effect of over 55% in size
#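 Viability of NIH 3T3 cells after 48 or 72 hr compound treatment at 37 °C was assessed by CellTiter-Glo, with luminescence imaged following a 10 min room-temperature step.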
# IP6K1 inhibitor: IP6K1 kinase inhibition. AID 1645851. activity change, % (series mostly up to about 58 µM). Q92551. hit rate 0.81% among 140,000. IP6K1 kinase, ADP-Glo luminescence, 2 h; active compounds read low; in the data active = activity change below about -25%
# Target sequence (Q92551 whole entry, looked up): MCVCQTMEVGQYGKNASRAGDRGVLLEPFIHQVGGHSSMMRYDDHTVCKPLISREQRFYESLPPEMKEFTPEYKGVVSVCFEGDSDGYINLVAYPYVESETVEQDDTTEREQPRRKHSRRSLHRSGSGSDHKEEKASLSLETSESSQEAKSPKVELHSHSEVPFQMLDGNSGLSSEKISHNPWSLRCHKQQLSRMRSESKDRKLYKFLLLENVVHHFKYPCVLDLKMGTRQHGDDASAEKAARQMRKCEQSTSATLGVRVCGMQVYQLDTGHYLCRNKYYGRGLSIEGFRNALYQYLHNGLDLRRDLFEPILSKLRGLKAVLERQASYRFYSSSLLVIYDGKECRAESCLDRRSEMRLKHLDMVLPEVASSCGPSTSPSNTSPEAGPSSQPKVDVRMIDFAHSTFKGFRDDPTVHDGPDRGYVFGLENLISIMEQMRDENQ
#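 ADP-Glo luminescence measures ADP made by human IP6K1 during a 2 h RT reaction with ATP/IP6 (mix at 1.3 mM/130 uM); top library doses 57.5 and 19.1 uM final.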
# FLuc inh: inhibitors of firefly (Photinus pyralis) luciferase. P08659. hit rate 2.5% among 76,000. Potency, µM (top dose mostly 115 µM), inactives show at the highest dose activity change, negative = inhibition, usual class: inhibitors. purified P. pyralis luciferase, luminescence, biochemical. AID 1347043; note: potency is the fitted concentration of half-maximal effect; nearly all actives have a fitted effect of over 65% in size
#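 Luminescence read by CCD imaging after purified firefly luciferase (10nM final) was added to substrate buffer holding 10uM D-luciferin and 10uM ATP, pH 7.5, pre-dosed with compound.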
# HEK cytotox: HEK 293 cell cytotoxicity; HEK 293 viability, ATP luminescence (CellTiter-Glo), 48-72 h; Potency, µM (doses to about 115 µM), for inactives: at the top dose activity change, negative = cytotoxicity, usual class: inhibitors; hit rate 6.6% among 94,000; note: potency is the fitted concentration of half-maximal effect; nearly all actives have a fitted effect of over 60% in size
#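 Cytotoxicity was scored by loss of ATP-coupled luminescence (CellTiter-Glo) in HEK 293 cells. Compound treatment ran 48 or 72 hr at 37 degree Celsius, 5% CO2, 95% humidity.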
# GPT2 inh: GPT2 alanine aminotransferase inhibition. Q8TD30. hit rate 0.25% among 100,000. Potency, µM (top dose mostly 57.7 µM), for inactives: at the top dose activity change, negative = inhibition, most hits filed as inhibitors. Recombinant GPT2, coupled pyruvate oxidase/HRP Amplex Red fluorescence. AID 1671188; note: potency is the fitted concentration of half-maximal effect; nearly all actives have a fitted effect of over 60% in size; many of its hits are not listed in these tables
# Target sequence (Q8TD30 whole entry, looked up): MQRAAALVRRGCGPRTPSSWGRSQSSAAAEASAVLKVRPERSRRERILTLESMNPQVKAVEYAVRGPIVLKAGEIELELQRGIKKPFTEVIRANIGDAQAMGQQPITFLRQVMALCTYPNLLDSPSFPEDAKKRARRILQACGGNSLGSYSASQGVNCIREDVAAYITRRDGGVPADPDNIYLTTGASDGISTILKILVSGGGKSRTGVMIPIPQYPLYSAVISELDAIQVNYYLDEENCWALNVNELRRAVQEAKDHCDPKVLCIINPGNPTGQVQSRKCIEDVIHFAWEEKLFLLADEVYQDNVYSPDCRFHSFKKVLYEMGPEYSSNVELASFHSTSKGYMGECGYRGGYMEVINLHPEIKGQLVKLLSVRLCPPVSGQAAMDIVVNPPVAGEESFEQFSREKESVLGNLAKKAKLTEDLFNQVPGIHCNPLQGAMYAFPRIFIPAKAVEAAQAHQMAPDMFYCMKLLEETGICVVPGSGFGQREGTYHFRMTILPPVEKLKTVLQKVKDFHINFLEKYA
#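 Recombinant GPT2 (10ng/uL) with 250uM a-KG and 2mM L-alanine, 30 min at room temperature, in HEPES pH 7.5 buffer. Pyruvate detected by pyruvate oxidase/HRP/Amplex Red fluorescence after 30 min in the dark; AOA (50uM) as positive control.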
# HEK293 viab: reduces viability of HEK-293 SNCA reporter cells. HEK-293-SNCA-luc viability, GF-AFC fluorescence, 24 h. Potency, µM (highest dose often 57.1 µM), inactives show at the highest dose activity change, negative = cytotoxicity, usual class: cytotoxic. hit rate 0.12% among 150,000;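 note: potency is the fitted concentration of half-maximal effect; 0% = DMSO-treated cells and -100% = medium-only wells without cells; nearly all actives have a fitted effect of over 30% in size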
#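 Cytotoxicity counterscreen: after 24 h compound treatment of genome-edited SNCA-luciferase HEK-293 cells, live-cell protease substrate GF-AFC read by fluorescence after 30 min; activity scaled between DMSO (0%) and medium-only (-100%), curves Hill-fitted.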
# SNCA expr inhib: inhibitors of alpha-synuclein (SNCA) gene expression. Potency, µM (titrated, usually from 57.2 µM), for inactives: at the highest dose activity change, negative = inhibition, hits mostly inhibitors. HEK-293 SNCA-luciferase knock-in, luminescence, 24 h. AID 1671194. hit rate 0.17% among 140,000;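 note: potency is the fitted concentration of half-maximal effect; plate controls were DMSO cells for no effect and cell-free wells for full effect; nearly all actives have a fitted effect of over 45% in size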
# Numbers without * were called inactive; i = inactive; ? = inconclusive; . = no result given; & = joins results of further samples; [ ] = remark or other dose. Unless noted, calls come from the whole dose curve; as a rule, active = well fitted curve in the direction sought with a large enough effect; inconclusive = small, poorly fitted or top-dose-only effect, or another doubt; inactive = no such curve, though single readings can be large; an effect the other way counts as inactive or inconclusive. Unless noted, % is set by controls: 0 for no effect and ±100 for the full control effect.
Compound,3T3 cytotox,IP6K1 inhibitor,FLuc inh,HEK cytotox,GPT2 inh,HEK293 viab,SNCA expr inhib
COc1ccccc1/C=C(\C#N)c1nc(-c2cc3ccccc3oc2=O)cs1,.,-14,.,.,.,-3%,22%
COc1c(Cl)cc(Cl)cc1C(=O)Nc1cccc(-c2nc3ccccc3o2)c1C,.,-20,.,.,.,6%,18%
COc1cc(OC)c(NC(=O)Cn2c(=O)cc(C(F)(F)F)c3c(C)nn(C)c32)cc1Cl,.,2,.,.,.,7%,27%
O=C(NCC1CCCN(Cc2cccc(-c3ccco3)c2)C1)c1cccs1 (centres undefined),-11%,4,-9%,-16%,i,?,?
CCOCc1nc(C2CCCN(C(=O)c3ccc(C)cc3)C2)no1 (centres undefined),-10%,18,1%,1%,i,0%[12.5 µM],-20%
CN(Cc1ccccc1C(F)(F)F)C(=O)Nc1ccccc1,?,-12,?,?,1%[88.5 µM],-21%[87.6 µM],-5%[87.6 µM]
CC(C)(CC(=O)O)CC(=O)N1CC[C@H]2NC(=O)N(c3ccccc3)C(=O)[C@H]21,-4%[138 µM],7,-3%[172 µM],-2%[172 µM],4%[88.5 µM],9%[87.6 µM],-5%[87.6 µM]
CCN(C(=O)CSc1nc(-c2ccc(C(C)C)cc2)no1)c1cccc(C)c1,.,6,.,.,.,-4%,-18%
CN(C)c1ccc(CN2CCn3c(nnc3-c3ccncc3)C2)cc1,4%,7,.,-9%,i,9%,-11%
C=Cc1ccc(Cn2c(=O)cc(C)c3c(C)nn(-c4ccccc4)c32)cc1,.,0,.,.,.,2%,19%
COc1ccc(CCc2nc3nccc(-c4ccco4)n3n2)cc1OC,-12%,0,-13%,?,-20%,3%,10%
COc1ccc(CNC(=O)c2cc3c(n2C)CCN(Cc2ccccc2)C3)cc1OC,-27%,-11,11%,40µM*,i,-20%,-8%
O=C(NCCc1ccccc1)c1ccc(CSc2nc3ccncc3n2Cc2cccc(F)c2)cc1,.,8,.,.,.,?,33%[activator]
CCc1ccc(CNC(=O)CN2C(=O)NC3(CCS(=O)(=O)CC3)C2=O)cc1,2%,15,2%,4%,-2%,1%,3%
COC(=O)C1=C(C)N=C2SC=C(CC(=O)N3CCCC3)N2C1c1ccccc1OC (centres undefined),-8%,10,-6%,-29%,i,-5%,33%[activator]
C=C1C(=O)O[C@@H]2C3=C(C)CCC[C@]3(C)CC[C@@]12O,.,0,.,.,i,?,.
CCN[C@H]1CN(CCCOC)S(=O)(=O)c2sc(S(N)(=O)=O)cc21,.,26,.,.,1%,-19%[23.9 µM],-47%[25.6 µM]
Cc1ccc(OCC(=O)Nc2ccc(OCc3cc(=O)n4ccsc4n3)cc2)cc1,.,-18,.,.,.,-4%,14%
Cc1cc(C(=O)N[C@H](C)c2onc(-c3ccc(F)cc3)c2C(=O)O)c(C)o1,-15%[138 µM],19,-12%[172 µM],-12%[172 µM],i,5%[87.6 µM],0%[87.6 µM]
O=C(Nc1ccc(F)cc1)c1nc2cccnc2n(Cc2ccccc2)c1=O,?,14,.,?,i,1%,105%[activator]
COCCCNc1nc2c(S(=O)(=O)c3c(C)cc(C)cc3C)nnn2c2ccccc12,-25%,1,.,-12%,-8%,11%,4%
O=C(COc1ccccc1)N1CCC2(CC1)NC(=O)N(c1ccccc1Cl)N2,?,3,2%,?,-9%,3%,6%
CCCCC(=O)N(CCC)CC1CCOC1 (centres undefined),i,12,-2%,-6%,i,3%,2%
Cc1cc(C)n(CCC(=O)N2CCCC(Cc3nc(C4CCOCC4)no3)C2)n1 (centres undefined),-25%,10,-9%,-10%,-7%,-6%,-5%
CC(C)Cn1c(=O)c(C(=O)N2CCN(C(=O)c3ccccc3F)CC2)nc2cccnc21,i,1,.,4%,-5%,4%,19%
O=C1CC2CCN(C(=O)c3ccc4c(c3)OCO4)CC2CCN1 (centres undefined),-17%,-4,.,-10%,i,-7%,-5%
N#Cc1cccc(CN2CCC3(CCN(Cc4ccncc4)CC3)C(CO)C2)c1 (centres undefined),-5%,-1,0%,-18%,i,1%,-17%
Cc1cccc(-c2noc(-c3nnn4c3COC(c3ccc(F)cc3)C4)n2)c1 (centres undefined),3%,-10,-14%,2%,?,?,138%[activator]
O=C(NCc1cccc(F)c1)N1CCC(OC2CCN(Cc3ccccc3)CC2)CC1,-18%,-3,3%,-25%,-19%,2%,5%
Cc1ccc(-n2nc(C(=O)N3CCCCC3)c(=O)n(C)c2=O)cc1,.,3,.,.,.,-1%,12%
N#Cc1ccc(CN2CCC3(CC2)COc2ccccc2NC3=O)cc1,-3%[138 µM],13,0%[172 µM],-7%[172 µM],i,3%[87.6 µM],-18%[87.6 µM]
COc1ccc(C(=O)N[C@@H]2CCC[C@@H]2C(=O)N2CCN(c3ccc(Cl)cc3)CC2)cn1,-12%,8,-8%,-22%,1%,?,-16%
Cc1cccc(-c2[nH]c(C(C)(C)C)nc2-c2ccc3nccnc3c2)n1,.,.,.,.,5%&2%,-27%&-29%,?
COc1ccc(CN2CCC([C@@H]3CNC[C@H]3CO)CC2)c(Cl)c1OC,i,-8,4%,-11%,-11%,8%[12.5 µM],?
CCN1CCCC12Cc1ccccc1CN(C(=O)c1c(C)noc1C)C2 (centres undefined),1%,-9,.,-19%,4%,2%,?
CNC(=O)[C@@H]1C[C@@H](n2cc(CN(C)C(=O)c3cc4ccccc4s3)nn2)CN1,-17%,14,-17%,-16%,4%,6%,-20%
Cc1cccc(N2CCN(C(=O)C3CCCN(S(=O)(=O)c4ccc5c(c4)oc(=O)n5C)C3)CC2)c1C (centres undefined),.,-22,.,.,.,3%,-1%
C#CCCCn1cc(-c2cccc3c2N[C@@H](C)CC(=O)N3)cn1,.,14,.,.,-3%,-18%,.
COC[C@]1(O)CCN(C(=O)C2(c3ccc(OC)cc3)CC2)CC1(C)C,-10%,6,-4%,0%,i,0%,20%
CCOc1ccc(CNC(=O)CCC(=O)N2CCSc3ccccc32)cc1,.,18,.,.,.,5%,5%
Cc1c(C(=O)Nc2ccc(F)c(F)c2)oc2ccc(S(=O)(=O)N3CCC4(CC3)OCCO4)cc12,.,12,.,.,.,-4%,28%
COc1cccc(N2CCN(C(=O)C3CCN(S(=O)(=O)c4cccc5nonc45)CC3)CC2)c1,.,13,.,.,.,2%,-7%
CO[C@H]1C(=O)N(C2CCN(C(=O)C(C)C)CC2)[C@H]1c1ccncc1,-26%,23,.,-9%,3%,4%,1%
CCOc1ccc(CCNC(=O)c2cc3c(=O)[nH]c4ccc(C)cc4c3s2)cc1OCC,.,17,.,.,.,-1%,-10%
O=C(NCCc1ccccc1)C1CN(S(=O)(=O)C2CC2)CC12CCCCC2 (centres undefined),-20%,17,-17%,-24%,i,6%,-6%

# 3 records picked at random from the list so far:
Compound,3T3 cytotox,IP6K1 inhibitor,FLuc inh,HEK cytotox,GPT2 inh,HEK293 viab,SNCA expr inhib
COC[C@]1(O)CCN(C(=O)C2(c3ccc(OC)cc3)CC2)CC1(C)C,-10%,6,-4%,0%,i,0%,20%
COc1ccc(C(=O)N[C@@H]2CCC[C@@H]2C(=O)N2CCN(c3ccc(Cl)cc3)CC2)cn1,-12%,8,-8%,-22%,1%,?,-16%
COc1cccc(N2CCN(C(=O)C3CCN(S(=O)(=O)c4cccc5nonc45)CC3)CC2)c1,.,13,.,.,.,2%,-7%

# Additional records follow.
Compound,3T3 cytotox,IP6K1 inhibitor,FLuc inh,HEK cytotox,GPT2 inh,HEK293 viab,SNCA expr inhib
Cc1cc(NC(=O)Nc2nnc(N3CCCCCC3)s2)ccc1Br,.,-10,.,.,.,-2%,-12%
COc1cccc(NC(=O)N2CCC(Cn3cc(C4CCCC4)nn3)CC2)c1,?,12,?,-11%,?,-15%,9%
Cc1c(Cl)cccc1NC(=O)c1ncn(-c2ccccc2)n1,.,19,.,.,.,0%,116%[activator]
COc1ccc(OC)c(NC(=O)C2CCCN(S(=O)(=O)c3ccc4[nH]c(=O)ccc4c3)C2)c1 (centres undefined),.,15,.,.,.,1%,5%
CC(C)N1CC(C(=O)NCc2cccc(F)c2)NC1=O (centres undefined),-33%[138 µM],4,.,-16%[172 µM],i,6%[12.5 µM],1%[87.6 µM]
COC(=O)N1CC2(Cc3ccccc3N([S+](C)(=O)[O-])C2)C1,-4%[138 µM],-14,10%[172 µM],-4%[172 µM],i,5%[87.6 µM],37%[activator][87.6 µM]
CCC1(N2CCN(S(=O)(=O)c3ccc(F)cc3F)CC2)CCN(C(=O)C(C)C)C1 (centres undefined),-29%,-4,1%,?,-13%,6%,15%
O=C(O)C[C@H]1CCC(=O)[C@@H]1C/C=C\CCO,.,-5,.,.,i,3%,.
Cc1ccc(C(=O)N2CCC(CCC(=O)NCCc3c[nH]c4ccccc34)CC2)cc1,?,13,32µM*,?,1%,-1%,161%[activator]
C=C1CCC2C(C)(C(=O)OC)CCCC2(C)C1CCC(C)CC(=O)O (centres undefined),.,-5,.,.,i,-16%,.
Cc1cc(-c2cnc(Nc3ccc(F)cc3)c3c2CCO3)ccn1,?,-17,2%[172 µM],?,i,-10%[87.6 µM],52%[activator][87.6 µM]
Cc1nnc(-c2cc(-c3cnn(C)c3)ccn2)n1-c1ccccc1,89µM*,6,-13%[172 µM],?,-6%[88.5 µM],-6%[87.6 µM],-14%[87.6 µM]
Cc1nn(C)cc1C(=O)N(Cc1cccc(Cl)c1)CC(C)C,-17%,31,10%,-8%,i[11.5 µM],-3%,21%
CCOC(=O)C1CCN(S(=O)(=O)c2ccc3c(c2)NC(=O)C(C)C(=O)N3)CC1 (centres undefined),.,29,.,.,.,17%,-4%
O=c1c2nc(Nc3cccnc3)ccc2ncn1-c1ccc(F)cc1F,?,3,-12%[172 µM],-9%[172 µM],i,-1%[87.6 µM],0%[87.6 µM]
O=C(c1ccc(N2CC3CC(C2)[C@H]2CCCC(=O)N2C3)nc1)N1CCC(Cc2ccccc2)CC1 (some centres undefined),?,17,-4%,?,i,?,-4%
O=C1NCCN1CCN1CCC(c2cn(-c3ccc(F)cc3)c3ccc(Cl)cc23)CC1,.,-3,.,.,-8%,-11%[23.9 µM],-23%[25.6 µM]
O=C(NC1CCN(c2ccc(F)cc2)C1=O)c1ccc(Cl)s1 (centres undefined),i,-2,2%,-1%,5%,13%,-4%
CC(=O)OC1C(O)CC2(C)C(CCC(C)C23Cc2c(O)cc(CO)c(C=O)c2O3)C1(C)C (centres undefined),.,2,.,.,0%[27.3 µM],-16%[23.9 µM],.
